# CHT allo act: CHT positive allosteric modulators, primary screen, cell-based, membrane potential dye, choline EC20 | High affinity choline transporter 1 (Homo sapiens), Q9GZV3 | CHT-expressing cells; active compounds read high; LV-AA mutant CHT in HEK293 cells | B-score at 10 µM | 310,000 compounds, 0.49% hits;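 active = initial fluorescence not abnormally high and integrated response B-score, plate-corrected, over 3 SD above library mean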
# Target sequence (Q9GZV3 whole entry, looked up): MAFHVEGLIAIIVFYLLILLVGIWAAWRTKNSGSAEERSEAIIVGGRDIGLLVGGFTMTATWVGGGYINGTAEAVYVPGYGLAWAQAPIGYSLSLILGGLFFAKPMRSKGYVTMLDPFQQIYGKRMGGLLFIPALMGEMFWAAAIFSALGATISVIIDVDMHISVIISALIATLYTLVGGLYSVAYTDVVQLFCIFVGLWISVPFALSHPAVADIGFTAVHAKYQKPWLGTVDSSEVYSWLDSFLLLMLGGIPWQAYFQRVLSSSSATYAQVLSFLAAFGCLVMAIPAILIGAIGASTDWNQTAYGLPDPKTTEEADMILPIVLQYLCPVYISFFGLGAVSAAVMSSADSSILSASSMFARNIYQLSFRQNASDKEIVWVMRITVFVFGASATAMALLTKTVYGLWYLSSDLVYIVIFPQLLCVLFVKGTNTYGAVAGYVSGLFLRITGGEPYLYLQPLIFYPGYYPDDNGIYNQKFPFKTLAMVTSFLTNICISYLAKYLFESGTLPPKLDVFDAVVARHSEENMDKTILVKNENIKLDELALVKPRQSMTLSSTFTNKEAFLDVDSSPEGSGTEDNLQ
# CHT block: inhibitors of human choline transporter CHT | High affinity choline transporter 1 (Homo sapiens), Q9GZV3 | CHT-expressing cells, membrane potential dye, choline response; active compounds read low | B-score at 10 µM | 310,000 compounds, 0.86% hits | AID 488975, 2010;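 active = B-score over 3 SD under the library average, and starting fluorescence ratio not unusually high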;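 also: choline stimulus applied at its EC90 after an EC20 pre-addition; B-score computed on integrated fluorescence ratio after choline addition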
# * hit, by the source's call; i = inactive.
# Results follow in this order: CHT allo act, CHT block
CCC(C)N(CC(=O)Nc1cccc(C)c1C)C(=O)CCl (stereo not given)
  i, i
Cc1ccccc1CNCc1cccnc1
  i, i
Cc1c(NC(=O)c2ccc(S(=O)(=O)N3CC(C)OC(C)C3)cc2)c(=O)n(-c2ccccc2)n1C (stereo not given)
  i, i
CC1CCC(C(C)C)C(OC(=O)CSc2nnc(N)s2)C1 (stereo not given)
  i, i
Cc1c(O)ccc2c3c(c(=O)oc12)CCC(C)C3 (stereo not given)
  i, i
COc1ccc(OCc2cc(C(=O)NC(C)Cc3cnccn3)no2)c(Cl)c1 (stereo not given)
  i, i
Fc1ccc2nc(Nc3nc4cc5c(cc4s3)OCCO5)sc2c1
  i, i
Cc1ccc(NS(=O)(=O)c2cn(C)c(=O)n(C)c2=O)cc1C
  i, i
Cc1ccc(/C=N/n2c(C3CCCCC3)n[nH]c2=S)s1
  i, i
CCCN1CCC(NC(=O)Nc2cc(Cl)ccc2OC)CC1
  i, i
CCCCC(=O)Nc1ccc(C(=O)NNC(=S)NC(=O)c2ccccc2[N+](=O)[O-])cc1
  i, i
C/C(=C\C(=O)c1ccc(Br)cc1)NCc1ccc(C)cc1
  i, i
O=C(Cc1ccccc1)NCC(=O)N1CCN(c2ccccc2)CC1
  i, i
Cc1ccc(C)c(NC(=O)c2cc([N+](=O)[O-])cc([N+](=O)[O-])c2)c1
  i, i
O=c1c2c(C(F)(F)F)cc(C(F)(F)F)nc2[nH]n1-c1ccccc1
  i, -6.1*
CCC/C=N/NC(=O)c1cc(Br)ccc1O
  i, i
O=C(NCCc1ccc(Cl)cc1)C1CCN(C(=O)c2sccc2-n2cccc2)CC1
  i, i
Cc1cc(C)cc(NC(=O)N2CCCC2C(=O)NCc2ccco2)c1 (stereo not given)
  i, i
COc1ccc(/C=N\n2nnc3ccccc32)cc1
  i, i
c1ccc(Cn2nnc3c(N4CCOCC4)ncnc32)cc1
  i, i
CC(C)CCNC(=O)C1CC(=O)N(C2CCCC2)C1 (stereo not given)
  i, i
CC(NC(=O)CSc1ncccc1C(=O)O)C1CC2CCC1C2 (stereo not given)
  i, i
Cc1ccc(OCCC(=O)OC(C)C(=O)NC2CC2)cc1 (stereo not given)
  i, i
CN1CCN(NC(=O)NC2CCCCC2)CC1
  i, i
O=C1CCCc2c1nc(-c1ccc([N+](=O)[O-])cc1)n2O
  i, i
CCOC(=O)/C(C#N)=C/c1cn(CCOc2ccc(OC)cc2)c2ccccc12
  i, i
N=C1/C(=C\c2coc3ccccc3c2=O)C(=O)N=C2SC=CN12
  i, i
CCOc1cccc2sc(Nc3nc4ccc(NC(C)=O)cc4s3)nc12
  i, i
CCOCCn1c(CC)nc2ccccc21
  i, i
COCCCNC(=S)NNC(=S)Nc1ccc(F)cc1F
  i, i

# Compound profiles (already shown). Order of values: CHT allo act	CHT block
# Listed for `COc1ccc(/C=N\n2nnc3ccccc32)cc1` → i	i
# Listed for `COc1ccc(OCc2cc(C(=O)NC(C)Cc3cnccn3)no2)c(Cl)c1` (stereo not given) → i	i
# Listed for `O=C(Cc1ccccc1)NCC(=O)N1CCN(c2ccccc2)CC1` → i	i
# Listed for `Cc1ccc(NS(=O)(=O)c2cn(C)c(=O)n(C)c2=O)cc1C` → i	i

# Carrying on.
# Results follow in this order: CHT allo act, CHT block
CCc1ccccc1N(CC(=O)NCC1CCCO1)C(=O)CCC(=O)Nc1cc(C)on1 (stereo not given)
  i, i
O=C(C1CCN(S(=O)(=O)c2cccs2)CC1)N1CCCC(C(F)(F)F)C1 (stereo not given)
  i, i
CCn1c(=O)[nH]c2ccccc2c1=O
  i, i
O=C(Nc1c2c(nn1-c1ccc([N+](=O)[O-])cc1)CS(=O)(=O)C2)C1CC1
  i, i
COc1ccccc1/C=N/n1cnnc1
  i, i
CCCn1c(=N)n(CC(=O)c2ccco2)c2ccccc21
  i, i
COc1ccc(N2CCN(C3CCCCC3NS(=O)(=O)c3ccccc3)CC2)cc1 (stereo not given)
  i, i
CCCOc1cccc(C2C(C(=O)c3cc4ccccc4o3)=C(O)C(=O)N2c2cc(C)on2)c1 (stereo not given)
  i, i
COC(=O)C1=C(C)N=C2SCCC(=O)N2C1c1cc(Br)ccc1OC (stereo not given)
  i, i
Cc1c(NC(=O)COC(=O)C2CC3C=CC2C3)c(=O)n(-c2ccccc2)n1C (stereo not given)
  i, i
CCn1c(SCC(=O)OC(C)C)nnc1-c1ccccc1
  i, i
Fc1ccccc1COc1ccc(/C=N/NC(=S)NCc2ccccc2)cc1
  i, i
COc1ccc(CC(=O)NNC(=O)c2cccnc2)cc1OC
  i, i
Cc1nc(C2CCC3C4CCC5=CC(=O)CC[C@]5(C)C4CC[C@]23C)cs1 (stereo not given in full)
  i, i
Cc1sc2ncnc(OCC(=O)c3ccc(S(=O)(=O)N4CCCC4)cc3)c2c1C
  i, i
Cc1ccc(S(=O)(=O)NCCC(=O)OCC(=O)N(C)c2ccccc2)cc1
  i, i
CC[C@@H](C)[C@H](NC(=O)OCc1ccccc1)c1nnc([C@@H](NC(=O)OCc2ccccc2)[C@@H](C)CC)o1
  i, i
COc1ccccc1NC(=S)N1CCOCC1
  i, i
COc1cc(OC)c2nc(C)c3c(c2c1)N(c1ccc(O)cc1)CC3
  6.4*, i
CCCCC(=O)Nc1cccc(-c2cn3ccsc3n2)c1
  i, i
COC(=O)c1c(NS(=O)(=O)c2ccc3ccccc3c2)sc2c1CCCC2
  i, i
Cc1ccc(/C=C2\SC(=S)N(CCCC(=O)Nc3ccccn3)C2=O)cc1
  i, i
Cc1cc(C)c(C(N)=O)c(NC(=O)Nc2ccccc2Cl)n1
  i, i
CCNC(=S)N1CCN(S(=O)(=O)c2ccccc2C(F)(F)F)CC1
  i, i
C=CCn1c(-c2ccc(=O)n(Cc3ccccc3)c2)n[nH]c1=S
  i, i
CCN1CCc2nc3ccccc3c(C(=O)Nc3ccc(F)cc3)c2C1
  i, i
Cc1ccc2c(c1)NC(=O)C(CC(=O)NC1CCCCC1C)O2 (stereo not given)
  i, i
CCOC(=O)C1(Cc2ccccc2C)CCCN(C(=O)c2ccnn2C)C1 (stereo not given)
  i, i
CC(=N)C1=C(O)CC(c2ccccc2)CC1=O (stereo not given)
  i, i
COc1ccccc1C1CC(c2cccs2)=Nc2ccccc2S1 (stereo not given)
  i, i
CC(=O)Oc1ccc(/C=N/NC2=NS(=O)(=O)c3ccccc32)cc1
  i, i
O=c1[nH]c(-c2ccc(F)cc2)nc2c1sc(=S)n2-c1ccccc1
  i, i
COC(=O)C(Cc1c[nH]c2ccccc12)NC(=O)C(=O)c1c[nH]c2ccccc12 (stereo not given)
  i, i
CN(C)/N=C/C=C1\CCC/C(=C\c2ccc(F)c(F)c2)C1=O
  i, i
Cc1noc(C)c1COc1cccc(C(=O)OCC(=O)NCCN2C(=O)CSC2=O)c1
  i, i
O=C1CN(S(=O)(=O)c2cc(Cl)ccc2Cl)c2ccccc2N1
  i, i
O=C(NC(=S)Nc1ccccc1Cl)c1ccco1
  i, i
COc1ccc(OCCCN2CCCCCC2)cc1
  i, i
CN(CP(=O)(O)CN(C)S(C)(=O)=O)S(C)(=O)=O
  i, i
CC1=CCC(C(=O)O)(C(=O)N/N=C/c2cccs2)C(c2ccc([N+](=O)[O-])cc2)C1 (stereo not given)
  i, i
COc1ccccc1NC(=O)Nc1ccc(F)c(F)c1
  i, i
CSc1nc(N)cc(=O)[nH]1
  i, i
CCOP(=O)(c1ccc(N(C)C)cc1)C(O)c1ccncc1 (stereo not given)
  i, i
COc1ccccc1C(=O)NN(C)C1=NS(=O)(=O)c2ccccc21
  i, i
O=C(C1CC1)N1N=C(c2ccccc2)CC1(O)C(F)(F)F (stereo not given)
  i, i
COc1ccc(C(=O)NCc2cc(C)nc3ccccc23)cc1
  i, i
COc1ccc(Cl)cc1NC(=O)CSc1nnc(-c2ccco2)o1
  i, i
CCN(CC)C(=O)Cn1cc(/C=C(\C#N)C(=O)N2CCN(c3ccccc3)CC2)c2ccccc21
  i, i
NC(=S)N/N=C/c1cccc(O)c1O
  i, i
CCn1c(SCC(=O)NC(=O)Nc2ccc3c(c2)OCCO3)nnc1-c1cccs1
  i, i
Cc1ccc(-c2ccc(=O)n(CCC(=O)NCCN3CCCCC3C)n2)cc1 (stereo not given)
  i, i
COc1ccc(CN=C(C#N)C2=C(O)c3ccccc3C2=O)cc1
  i, i
COC(=O)c1ccsc1NC(=O)c1ccc2c(c1)OCCO2
  i, i
O=C(NC1CC1)C1CCN(C2CCN(C(=O)/C=C/c3ccc(F)cc3)CC2)CC1
  i, i
CCC1CCCCN1CCNC(=O)C1CCN(S(=O)(=O)c2cccc3nsnc23)CC1 (stereo not given)
  i, i
C=CCc1ccc(OCCOCCNCCOC)c(OC)c1
  i, i
Cc1ccc(-c2nnc(SC(C)C#N)n2N)cc1 (stereo not given)
  i, i
N#Cc1ccc(CSc2nnc(-c3ccncc3)o2)cc1
  i, i
COc1ccc(N2CCN(CC(=O)Nc3c(C)cc(C)cc3C)CC2)cc1
  i, -6.1*
COc1ccc(/C=N/Nc2cc(N3CCCC3)nc(N3CCCC3)n2)cc1
  i, i

# Six consecutive records out of the list so far, for reference:
# Results follow in this order: CHT allo act, CHT block
CC(=O)Oc1ccc(/C=N/NC2=NS(=O)(=O)c3ccccc32)cc1
  i, i
O=c1[nH]c(-c2ccc(F)cc2)nc2c1sc(=S)n2-c1ccccc1
  i, i
COC(=O)C(Cc1c[nH]c2ccccc12)NC(=O)C(=O)c1c[nH]c2ccccc12 (stereo not given)
  i, i
CN(C)/N=C/C=C1\CCC/C(=C\c2ccc(F)c(F)c2)C1=O
  i, i
Cc1noc(C)c1COc1cccc(C(=O)OCC(=O)NCCN2C(=O)CSC2=O)c1
  i, i
O=C1CN(S(=O)(=O)c2cc(Cl)ccc2Cl)c2ccccc2N1
  i, i

# (further entries)
# Results follow in this order: CHT allo act, CHT block
COCCNC(=O)c1ccc2c(Cl)c3c(nc2c1)CCC3
  i, i
CC(NC(=O)COC(=O)CCNC(=O)c1ccco1)C12CC3CC(CC(C3)C1)C2 (stereo not given)
  i, i
COc1ccc(NC(=S)NCc2cccs2)c(OC)c1
  i, i
CCC(C)c1ccc(OCc2ccc(C(=O)O)o2)cc1 (stereo not given)
  i, i
O=C(Nc1cc(Cl)ccc1O)C1CC(c2ccccc2Cl)=NO1 (stereo not given)
  i, i
CN(C)c1ccc(P(=O)(OCc2ccccc2)C(O)c2cccnc2)cc1 (stereo not given)
  i, i
O=C(Nc1ccc(Cc2ccncc2)cc1)c1ccc(S(=O)(=O)N2CCOCC2)cc1
  i, i
COCCOc1cc(N2C(=O)CSCC2=O)c(Cl)cc1Cl
  i, i
COCCCn1c(C(=O)N2CCOCC2)cc2c(=O)n3ccccc3nc21
  i, i
COc1ccc(C2N(c3ccc4c(c3)OCCO4)C(=O)C2(F)F)cc1OC (stereo not given)
  i, i
CCOc1ccc(S(=O)(=O)NCc2ccncc2)cc1
  i, i
CCOc1ccc(Oc2c(C)oc3cc(O)ccc3c2=O)cc1
  i, i
O=C(CCn1c(=O)oc2ccccc21)NCCC1=CCCCC1
  i, i
CCOC(=O)c1c(C)[nH]c(C)c1C(=O)COc1ncnc2ccccc12
  i, i
Cc1c(C(=O)N2CCCCC2)nn(-c2ccc(Cl)cc2)c(=O)c1C#N
  i, i
O=C(C1CC1)N1CCN(Cc2ccccc2)CC1
  i, i
O=C(O)c1ccccc1NC(=O)c1ccccc1-c1ccccc1C(=O)O
  i, i
COc1ccc(CN=CC2=C(O)CNC2=O)cc1
  i, i
Cc1ccc(OCC(=O)O/N=C(\N)c2ccncc2)c(C)c1
  i, i
COc1cccc2cc(C(=O)NCc3ccc(F)cc3)c(=N)oc12
  i, i
Cc1ccc(CNC(=O)CCc2ccc(S(=O)(=O)NC3CCCCC3)cc2)cc1
  i, i
O=C(CSc1nc2ccc(NC(=O)CSc3nnnn3-c3ccccc3)cc2s1)Nc1ccccc1
  i, i
COC(=O)C1=C(C)N=C2SC(C#N)=C(N)N2C1c1cccc(OC)c1 (stereo not given)
  i, i
Cc1nc(Nc2ccncc2)c2oc3ccccc3c2n1
  i, i
Cc1ccc2c(c1)N(S(=O)(=O)c1cc(-c3cc(C)no3)ccc1C)CCO2
  i, i
O=C1CN(C(=O)c2ccc(Br)o2)C(c2ccc(F)cc2)c2cc(F)ccc2N1 (stereo not given)
  i, i
COc1cc(SC)ccc1C(=O)NNC(=O)c1cc(C)oc1C
  i, i
O=C(OCC1OC(n2ccc(=O)[nH]c2=O)C(O)C1OC(=O)c1ccccc1)c1ccccc1 (stereo not given)
  i, i
COc1ccc(C(=O)N(Cc2ccccc2)c2ccc(C)cc2)cc1S(=O)(=O)N1CCOCC1
  i, i
CC(=O)NC(c1ccc(C(C)C)cc1)c1c(O)ccc2ccccc12 (stereo not given)
  i, i
Cc1ccc(C(=O)N/C(=C/c2ccc(-c3cccc([N+](=O)[O-])c3)o2)C(=O)NCCCN(C)C)cc1
  i, i
COc1ccc(OCC(=O)Nc2c3c(nn2C(C)(C)C)CSC3)cc1
  i, i
COc1ccc(S(=O)(=O)Nc2ccc(S(=O)(=O)N3CCCCC3)cc2)cc1
  i, i
Cc1ccc2c(CC(=O)O)coc2c1C
  i, i
CCOC(=O)/C(C#N)=C\c1cn(C)c2ccccc12
  i, i
Cc1cc(SCC(=O)N2CCCC2=O)nc2c(C)cccc12
  i, i
CSc1nc2nc3c(cc2c(=O)n1-c1ccccc1C)COC(C)(C)C3
  i, i
O=C(Nc1ncccn1)C1CCCN1S(=O)(=O)c1ccc(Cl)c(Cl)c1 (stereo not given)
  i, i
O=c1ccn(CCOc2ccc(Cl)cc2)c(=O)[nH]1
  i, i

# Screens deposited in PubChem BioAssay by Johns Hopkins Ion Channel Center.
